Source: PubChem
E coli WT exp – growth inhibitors of wild-type E. coli, primary screen, strain BW25113, expanded library, OD600. OD600 absorbance. growth inhibition, % at 100 µM. actives 0.15% (n = 98,000). AID 710, 2007;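 active = growth inhibition above about 50% at one test dose, limit read from the data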;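 also: growth measured after 20 h incubation at 37 °C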
CD11b adhes inh – inhibitors of CD11b/CD18 adhesion to fibrinogen, primary screen, K562 cells, luminescence; Integrin beta-2 (Homo sapiens) + Integrin alpha-M (Homo sapiens), P05107+P11215; ATPlite luminescence; Mn2+ added to activate the integrin; inhibition, % at 10 µM; actives 0.54% (n = 93,000); AID 1497, 2009;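 active = primary inhibition of 50% or more at 10 µM, then 40% or more on retest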; also: some results filed as inactive read as strong as hits
ERa coact pot – enhancers of ERα–SRC-1 coactivator binding, primary screen, biochemical, TR-FRET, ERα LBD, low estradiol | actives 1.3% (n = 86,000) | coactivator binding (% of control), % at 25.6 µM | TR-FRET ERalpha-LBD/SRC-Cy5 coactivator binding, 2 h; 100 = basal binding, no effect | Estrogen receptor (Homo sapiens), P03372; in the data active = activity above about 200%;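 also: binding measured in presence of low estradiol as agonist stimulus; 0% = peptide alone without receptor and 100% = receptor with peptide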
Target sequence (P03372 whole entry, looked up, the tested form may be a part): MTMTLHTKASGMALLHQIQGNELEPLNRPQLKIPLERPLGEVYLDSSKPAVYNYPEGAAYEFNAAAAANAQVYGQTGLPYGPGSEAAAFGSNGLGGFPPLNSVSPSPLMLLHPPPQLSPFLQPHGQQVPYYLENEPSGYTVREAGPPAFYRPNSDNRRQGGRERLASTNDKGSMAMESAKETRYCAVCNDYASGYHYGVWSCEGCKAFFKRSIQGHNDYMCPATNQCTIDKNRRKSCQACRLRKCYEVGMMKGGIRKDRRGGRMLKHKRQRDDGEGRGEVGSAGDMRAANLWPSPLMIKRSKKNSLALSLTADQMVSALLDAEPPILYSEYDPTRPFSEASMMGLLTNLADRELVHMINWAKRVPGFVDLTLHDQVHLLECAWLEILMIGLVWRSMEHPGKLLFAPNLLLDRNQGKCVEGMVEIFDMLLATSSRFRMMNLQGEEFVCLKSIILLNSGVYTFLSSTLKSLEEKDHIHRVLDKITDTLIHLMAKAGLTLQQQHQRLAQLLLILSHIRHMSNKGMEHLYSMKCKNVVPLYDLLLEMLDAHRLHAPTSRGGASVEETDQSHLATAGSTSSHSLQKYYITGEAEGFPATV
ERa SRC1 inh – ERα–SRC-1 coactivator interaction inhibitors, primary screen, biochemical, TR-FRET, ERα LBD, estradiol-bound; inhibition, % at 25.6 µM; TR-FRET ER-alpha LBD / SRC-1 peptide; actives 1.7% (n = 86,000); Estrogen receptor (Homo sapiens), P03372; AID 629, 2007; in the data active = inhibition above about 50%;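 also: 0% = receptor plus peptide control and 100% = peptide only without receptor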
Mac1 fbg enh – enhancers of CD11b/CD18 adhesion to fibrinogen, primary screen, K562 cells, luminescence. Integrin beta-2 (Homo sapiens) + Integrin alpha-M (Homo sapiens), P05107+P11215. ATPlite luminescence. activation, % at 10 µM. actives 0.07% (n = 93,000);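 active = 10 µM primary screen giving 50% or more activity, confirmed by 40% or more on retest at that dose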; also: strong numbers were not always called active; reference of the scale not given here
ERb coact inh – inhibitors of ERβ-SRC1 coactivator interaction, primary screen, biochemical, TR-FRET, ERβ LBD, SRC-1 peptide. Estrogen receptor beta (Homo sapiens), Q92731. TR-FRET ER-beta LBD / SRC1-Cy5 peptide binding; receptor agonist-loaded with 1 µM estradiol. inhibition, % at 25.6 µM. actives 1.3% (n = 86,000);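 active = compounds whose percent inhibition of the receptor-coactivator binding signal exceeds about 50% in the single-dose screen, limit read from the data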;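 also: 0% = receptor plus peptide wells without compound and 100% = peptide-only wells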
Target sequence (Q92731 whole entry, looked up, the tested form may be a part): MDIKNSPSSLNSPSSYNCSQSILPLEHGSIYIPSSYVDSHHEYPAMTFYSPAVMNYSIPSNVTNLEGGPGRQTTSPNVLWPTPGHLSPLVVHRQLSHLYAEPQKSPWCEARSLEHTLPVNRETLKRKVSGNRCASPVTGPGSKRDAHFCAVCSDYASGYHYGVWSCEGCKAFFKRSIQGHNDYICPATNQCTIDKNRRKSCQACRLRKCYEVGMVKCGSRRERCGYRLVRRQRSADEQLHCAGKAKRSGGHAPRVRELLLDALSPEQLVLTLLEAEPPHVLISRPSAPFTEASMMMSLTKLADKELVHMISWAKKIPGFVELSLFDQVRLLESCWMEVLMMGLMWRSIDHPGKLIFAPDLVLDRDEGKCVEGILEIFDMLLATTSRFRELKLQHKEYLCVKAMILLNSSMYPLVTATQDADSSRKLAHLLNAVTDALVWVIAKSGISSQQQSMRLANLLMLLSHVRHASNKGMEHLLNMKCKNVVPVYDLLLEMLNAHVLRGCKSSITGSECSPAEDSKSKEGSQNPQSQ
PLAP act – PLAP enzyme activators, biochemical, luminescence, HTS; actives 1.2% (n = 96,000); purified PLAP enzyme, luminescent substrate read-out; active compounds read high; activation fold at 20 µM; in the data active = activation fold above about 2
MT1-MMP txn act – MT1-MMP promoter reporter activation – cell-based, luciferase luminescence, primary screen; actives 0.16% (n = 86,000); activation factor at 10 µM; HT1080 MT1-MMP promoter luciferase reporter, overnight; active compounds read high;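 active = activation factor of at least 2 for MT1-MMP transcription at 10 µM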
FAK inh – FAK kinase inhibitors, primary screen, biochemical; actives 0.84% (n = 97,000); inhibition, %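 (tested at 7 µM)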; biochemical FAK kinase activity assay; AID 727, 2007; in the data active = inhibition above about 19%;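 also: 0% = DMSO and 100% = reference compound high control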
Starred values were filed as active, the others as inactive; nt = no result given; [ ] = another dose, or the depositor's remark.

SMILES | E coli WT exp | CD11b adhes inh | ERa coact pot | ERa SRC1 inh | Mac1 fbg enh | ERb coact inh | PLAP act | MT1-MMP txn act | FAK inh
COc1ccc(CCNC(=O)C2CCN(Cc3nc(-c4ccc(Cl)cc4)oc3C)CC2)cc1OC | nt | nt | 118 | 4 | nt | -2 | nt | 1.2 | nt
COC(=O)c1ccccc1NC(=O)CN1C(=O)C2CCCN2c2ncc(Cl)cc21 (stereo unspecified) | -4 | -10 | 192 | 0[fluorescence artefact?] | 47 | 2[fluorescence artefact?] | 1.6 | 1.1 | -2
COC(=O)Cn1c(CCS(=O)(=O)c2ccc(Cl)cc2)nc2ccccc21 | 10 | -6 | 95 | -4 | -3 | -14 | 0.9 | 1.1 | -4
CC1CCCC(C)N1C(=O)Cn1cc(/C=C2/C(=O)Nc3ccccc32)c2ccccc21 (stereo unspecified) | -6 | 4 | 100 | -5 | -3 | 0 | 1 | 1.1 | 5
CCOC(=O)N1CCC(n2c(SCC(=O)NCc3ccccc3)nc3ccccc3c2=O)CC1 | -1 | 1 | 117 | 4[fluorescence artefact?] | 4 | 5[fluorescence artefact?] | 0.9 | 1 | -6
Cc1nnc(SCC(=O)Nc2ccc(S(=O)(=O)N3CCCC3)cc2)n1N | -1 | -10 | 103 | 1 | 0 | 2 | 1.9 | 1.4 | 1
O=C1NN(c2ccccc2)C(=O)/C1=C\c1cccn1-c1ccc(Cl)c([N+](=O)[O-])c1 | -3 | -18 | 60[fluorescence artefact?] | 23 | -2 | 33[fluorescence artefact?] | 0.9 | nt | 0
Cc1nc(NCCN2CCOCC2)c2oc3ccccc3c2n1 | 6 | 8 | 107 | -5 | -4 | -6 | 1 | 1 | -1
COc1ccc(CCn2c(C)cc(C(=O)CSc3nnnn3-c3ccccc3)c2C)cc1 | -11 | 0 | 100 | -1 | -1 | -9 | 1 | 1 | 1
CCOC(=O)N1CCN(C(=O)COc2ccc(S(=O)(=O)NCc3ccccc3)cc2)CC1 | -9 | -5 | 102 | 1 | -2 | 6 | 1 | 1.1 | 8
Cc1nccn1-c1cc(C(C)C)c(C#N)c2nc3ccccc3n12 | nt | nt | 112 | -3 | nt | -4[fluorescence artefact?] | nt | 1.1 | nt
O=C(C1CC1)N(CCc1ccccc1)Cc1nc2ccccc2c(=O)[nH]1 | 2 | -19 | 112 | 2 | 2 | 2[fluorescence artefact?] | 1.5 | 1.1 | 2
COC(=O)c1nn(-c2cccc(C(F)(F)F)c2)c(=O)cc1Sc1ccccn1 | -1 | 3 | nt | nt | 14 | nt | 1 | nt | 0
O=C(C1CCN(S(=O)(=O)N2CCOCC2)CC1)N1CCc2ccccc21 | -1 | -5 | 99 | -6 | -5 | -3 | 1 | 1.4 | -5
Cc1cccc(N2CCN(c3cc(C)nc4nnnn34)CC2C)c1 (stereo unspecified) | -12 | -11 | 117 | -17 | 2 | -5 | 0.9 | 1.2 | nt
COc1cc2cc(C(c3nnnn3C3CCCC3)N3CCCCC3)c(=O)[nH]c2cc1OC (stereo unspecified) | -7 | 11 | 119 | -4 | -1 | 1 | 1 | 1 | 0
COC(=O)c1ccccc1NC(=O)N1CCN(C(=O)c2ccco2)CC1 | -4 | nt | 125 | 3 | nt | -1 | 1.3 | 1 | nt
Cc1ccc(-n2c(=O)[nH]cc(C(=O)N3CCc4ccccc43)c2=O)cc1 | -6 | nt | 101 | 3 | nt | 5 | 1 | 1.1 | -4
COC(=O)C(NC(C)=O)(Nc1nc2c(s1)CCCC2)C(F)(F)F (stereo unspecified) | -9 | -15 | 110[fluorescence artefact?] | 2 | -2 | 1 | 1 | 0.9 | nt
Cc1ccc(-c2ccccc2NC(=O)CCl)o1 | 11 | nt | 103 | -3 | nt | -5 | 1.1 | 1.3 | -2
O=c1ccnc(SCc2ccccc2Cl)[nH]1 | -5 | 7 | 93 | -8 | -1 | -8 | 1.1 | 1 | -4
CCCCCn1c(CN2CCN(c3cc(Cl)ccc3C)CC2)nc2c1c(=O)[nH]c(=O)n2C | 3 | 30 | 89 | -3 | -3 | 7 | 1.1 | 1.1 | 2
CC1c2nc3ccccc3n2C(CC(=O)NCc2ccccn2)C(=O)N1Cc1ccccc1 (stereo unspecified) | 3 | 1 | nt | nt | -3 | nt | 1.4 | nt | nt
COc1ccc(C(=O)COC(=O)c2ccc(OC)c(OC)c2)cc1OC | -3 | -11 | 104[fluorescence artefact?] | 6[fluorescence artefact?] | -3 | 2[fluorescence artefact?] | 0.9 | 1.1 | nt
CCCN(CCO)Cc1ccc(Br)cc1 | 6 | nt | 107 | -8 | nt | 0 | 1 | 1 | -2

A different layout for some results above:
Structure,E coli WT exp,CD11b adhes inh,ERa coact pot,ERa SRC1 inh,Mac1 fbg enh,ERb coact inh,PLAP act,MT1-MMP txn act,FAK inh
Cc1nc(NCCN2CCOCC2)c2oc3ccccc3c2n1,6,8,107,-5,-4,-6,1,1,-1
COc1ccc(CCn2c(C)cc(C(=O)CSc3nnnn3-c3ccccc3)c2C)cc1,-11,0,100,-1,-1,-9,1,1,1
CCOC(=O)N1CCN(C(=O)COc2ccc(S(=O)(=O)NCc3ccccc3)cc2)CC1,-9,-5,102,1,-2,6,1,1.1,8
Cc1nccn1-c1cc(C(C)C)c(C#N)c2nc3ccccc3n12,nt,nt,112,-3,nt,-4[fluorescence artefact?],nt,1.1,nt

Whole records from above. Order of screens: E coli WT exp	CD11b adhes inh	ERa coact pot	ERa SRC1 inh	Mac1 fbg enh	ERb coact inh	PLAP act	MT1-MMP txn act	FAK inh
CC1c2nc3ccccc3n2C(CC(=O)NCc2ccccn2)C(=O)N1Cc1ccccc1 (stereo unspecified) is listed with 3	1	nt	nt	-3	nt	1.4	nt	nt
Cc1nccn1-c1cc(C(C)C)c(C#N)c2nc3ccccc3n12 is listed with nt	nt	112	-3	nt	-4[fluorescence artefact?]	nt	1.1	nt

(more compounds)
SMILES | E coli WT exp | CD11b adhes inh | ERa coact pot | ERa SRC1 inh | Mac1 fbg enh | ERb coact inh | PLAP act | MT1-MMP txn act | FAK inh
Cc1cc(C)nc(NS(=O)(=O)c2cccs2)c1 | nt | nt | 111 | 8 | nt | -1[fluorescence artefact?] | nt | 1.2 | nt
Cc1cccc2cc3c(NC(=O)C(C)C)nn(C)c3nc12 | -4 | -4 | 125 | -3 | -1 | 3 | 1 | 1 | 2
CCCc1nnc(NC(=O)c2c(O)c3cccc4c3n(c2=O)CC4)s1 | nt | 93* | 69 | 10[fluorescence artefact?] | 38 | 18 | 1.4 | 0.9 | nt
CCOC(=O)Nc1nnc(CCc2ccccc2)s1 | -8 | -12 | 117 | -1 | -2 | -2 | 1.6 | 1.1 | 3
COC(=O)C(C)Sc1nnc(-c2ccncc2)o1 (stereo unspecified) | 2 | -28 | 127 | -13 | 2 | -31[fluorescence artefact?] | 0.9 | 1.2 | 0
CCn1nnc(NC(=O)c2cccc(-c3cc4ccccc4oc3=O)c2)n1 | 1 | 2 | 93 | 2 | 0 | 2 | 1 | 1.6 | -1
Cc1ccc(Cl)cc1N1CCN(Cc2nnnn2C2CCCCC2)CC1 | -22 | nt | 113 | 0 | nt | -2 | 1.6 | nt | 2
O=C(CSc1nnc(-c2ccco2)o1)NCC(=O)c1ccccc1 | 4 | -8 | 99 | -9 | 0 | -17 | 1.2 | 1 | 0
CCCCn1nnnc1SCC(=O)Nc1ccc(C)cc1 | -1 | 5 | 123 | 1 | -6 | 6[fluorescence artefact?] | 1 | 1 | 1
O=C(N/N=C/c1cccnc1)C1CCCN(S(=O)(=O)c2ccccc2)C1 (stereo unspecified) | 2 | 2 | nt | nt | 111 | nt | 0.9 | nt | -1
COc1ccc(C2C=C(c3ccc(Br)cc3)Nc3nc(NS(C)(=O)=O)nn32)cc1 (stereo unspecified) | 2 | 0 | nt | nt | -1 | nt | 1.6 | nt | -10
Cc1cc2ccccc2c(=O)n1CC(=O)NCC(=O)N(C)C1CCCCC1 | 0 | 1 | 133 | 2[fluorescence artefact?] | -2 | 0[fluorescence artefact?] | 0.9 | 1.1 | 0
Cc1ccc(C(=O)C(NC(=O)c2ccco2)N2CCOCC2)cc1 (stereo unspecified) | -3 | -31 | 88 | 3 | -2 | 5[fluorescence artefact?] | 1.1 | 1.1 | 0
Cc1ccc(N(CC(=O)NCc2cccs2)S(=O)(=O)c2cccs2)cc1 | 0 | -25 | 120 | 7[fluorescence artefact?] | -2 | 3[fluorescence artefact?] | 0.8 | 1.1 | 4
C=CCn1c(=N)n(CC(O)COc2ccccc2OC)c2ccccc21 (stereo unspecified) | 11 | -11 | 126 | -2 | 0 | -2 | 0.9 | 1 | 0
Cc1sc2nc(CN(C(=O)NC3CCCCC3)C3CCCCC3)[nH]c(=O)c2c1C | nt | nt | 119 | 8[fluorescence artefact?] | nt | 7 | nt | 1.3 | 2
Cc1ccc(S(=O)(=O)NC(CC(N)=O)C(=O)O)cc1 (stereo unspecified) | 1 | 6 | 117 | -9 | 5 | -9 | 1.1 | 1.1 | 0
COC(=O)/C(=C(/F)SCC(C)=O)C(F)(F)F | -9 | -3 | 105[fluorescence artefact?] | -4 | -8 | -24 | 1.1 | 1.3 | 1
COc1ccc(-c2onc3ccc(Cl)cc23)cc1 | -3 | -3 | nt | nt | -4 | nt | 0.9 | nt | -1
c1ccc(N2CCN(C3CCSC3)CC2)cc1 (stereo unspecified) | 2 | -3 | 95 | -3 | -2 | 5 | 1.3 | 1.1 | 2
Cc1cc(N2CCCC2)n2nc(C)nc2n1 | nt | nt | 94 | 6 | nt | 0 | nt | 1.2 | nt
COC(=O)C1CCN(C(=O)CCC2CCCCC2)CC1 | -5 | -4 | 107 | -5 | 1 | 3 | 1 | 1.2 | 3
CCOC(=O)CNC(=O)c1cc(C)oc1C | 7 | 5 | 119 | -6 | -2 | 4 | 0.9 | 1.1 | -1
O=C(CCn1c(=O)sc2ccccc21)NCc1ccco1 | nt | nt | 109[fluorescence artefact?] | -1 | nt | -8 | nt | 1.2 | 1
OCn1ncn(-c2ccccc2)c1=S | 2 | -11 | 97 | 1 | -3 | -1 | 1 | 1 | -1

Next section
SMILES | E coli WT exp | CD11b adhes inh | ERa coact pot | ERa SRC1 inh | Mac1 fbg enh | ERb coact inh | PLAP act | MT1-MMP txn act | FAK inh
CN(C(=S)Nc1ccc(F)cc1)C1(c2ccccc2Cl)CCCCC1=O (stereo unspecified) | -8 | 1 | 103 | -5 | -2 | -11 | 0.9 | 1.2 | -5
c1ccc2c(c1)C(=Nn1cnnc1)c1ccccc1-2 | 3 | -23 | 99 | -20 | 6 | -29 | 0.8 | 1.2 | 1
CC(Sc1ccsc1[N+](=O)[O-])C(=O)NCCc1ccc(Cl)cc1 (stereo unspecified) | -9 | -1 | 92 | -4 | -6 | -15 | 0.8 | 1.1 | 0
CSCC[C@H](NC(=O)OC(C)(C)C)c1nnc(SCC(=O)Nc2c(C)cccc2C)o1 | 8 | 0 | 106 | -1 | 1 | -10 | 1.1 | 1 | 2
COc1ccc(NC(=O)Nc2nccs2)cc1 | 15 | 26 | 103[fluorescence artefact?] | 0 | -4 | 8[fluorescence artefact?] | 1.1 | 1.1 | 1
CCCc1nc2ccccc2c(C(=O)OCC(=O)Nc2ccc(S(=O)(=O)N3CCOCC3)cc2)c1CC | -6 | 25 | 106 | 2 | -3 | -2 | 1.8 | 1 | 3
CC(=O)Nc1ccc(NC(=O)c2ccccc2C)cc1 | 3 | -16 | 79 | 34 | 1 | 13 | 0.7 | 1.2 | 1
CCOC(=O)c1sc(NC(=O)c2cccnc2)nc1C | -4 | 8 | 110 | -8 | 4 | -2 | 0.9 | 1.3 | nt
Cn1c(NCc2cccc(Br)c2)nc2ccccc21 | 18 | -27 | 100 | -5 | 4 | 0 | 0.8 | 1.4 | -4
